# TRPV1 ag: human TRPV1 agonism; Q8NER1; TRPV1-expressing cells, Fluo-8 calcium influx, agonist mode; activation, % at 8.33 µM; actives 0.19% (n = 320,000); AID 540275; in the data active = activation above about 80%; inconclusive = between about 30% and that limit; note: 0% is about no effect
#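 TRPV1-expressing cells were cultured overnight at 35.5C and loaded with Fluo-8 calcium dye for 40 to 90 min at room temperature. After a 10 s baseline, compound was added and calcium influx was read kinetically for 3 min (ex 480/em 520 nm).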
# ELG1 repair inh: blocks ELG1-dependent DNA repair in HEK293T cells. Potency, µM (doses to about 46.1 µM), for inactives: top-dose activity change, negative = inhibition, actives largely listed as inhibitors. HEK293T ELG1-luciferase reporter, luminescence, 16 h; DNA damage induced by 5-fluorouridine. actives 2.3% (n = 330,000); note: potency is the fitted concentration of half-maximal effect; % is set by controls: 0 for no effect and ±100 for the full control effect; nearly all actives have a fitted effect of over 55% in size
#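 Step one: seed 2,000 cells per well. Step two: pin-transfer compound or DMSO alongside 5-fluorouridine. Step three: incubate 16 hr, 37 °C, 5% CO2. Step four: add ONE-Glo, wait 30 min, read luminescence.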
# TCR act: T cell receptor activation; primary human leukocytes, anti-CD3, IL-2 HTRF, 48 h; Potency, µM (series often up to 9.22 µM), inactives show at the highest dose activation of IL-2 secretion, actives largely listed as activators; 330,000 tested, under 10 active; AID 504894; note: % of control where 0% means no effect
#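 Readout: HTRF IL-2, Eu-cryptate/d2 antibody pair, 320nm excitation, 665nm emission. Stimulus: a-CD3 beads, no co-stimulation. Cells: primary human leukocytes. Exposure: 48 hr with compound.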
# Mito fusion act: mitochondrial division inhibition or fusion activation; Potency, µM (top dose mostly 46.1 µM), for the others: at the top dose growth rescue (activation), hits mostly activators; AID 485298; actives 0.23% (n = 320,000); S. cerevisiae fusion-defective mutant growth rescue, CellTiterGlo 48 h;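 note: potency is the fitted concentration of half-maximal effect; % of control where 0% means no effect; nearly all actives have a fitted effect of over 45% in size; temperature-sensitive fusion mutants such as fzo1-1 at 37 °C on non-fermentable ethanol glycerol medium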
#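 S. cerevisiae fusion-defective temperature-sensitive mutants (e.g. fzo1-1, mgm1-5) grown 48 h at 37C in YPEG (ethanol/glycerol non-fermentable) medium with 23 nl compound per well; growth rescue read as CellTiterGlo luminescence.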
# USP2a inh: USP2a (human) protease inhibition. O75604. USP2 core, Ub-CHOP2 coupled fluorogenic reporter, 485/531. Potency, µM (top dose mostly 38.3 µM), for inactives: top-dose activity change, negative = inhibition, most hits filed as inhibitors. actives 0.01% (n = 330,000). AID 463254;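 note: potency is the fitted concentration of half-maximal effect; plate controls were DMSO wells for no effect and full inhibition by NEM control for full effect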
# Target sequence (O75604 whole entry, looked up): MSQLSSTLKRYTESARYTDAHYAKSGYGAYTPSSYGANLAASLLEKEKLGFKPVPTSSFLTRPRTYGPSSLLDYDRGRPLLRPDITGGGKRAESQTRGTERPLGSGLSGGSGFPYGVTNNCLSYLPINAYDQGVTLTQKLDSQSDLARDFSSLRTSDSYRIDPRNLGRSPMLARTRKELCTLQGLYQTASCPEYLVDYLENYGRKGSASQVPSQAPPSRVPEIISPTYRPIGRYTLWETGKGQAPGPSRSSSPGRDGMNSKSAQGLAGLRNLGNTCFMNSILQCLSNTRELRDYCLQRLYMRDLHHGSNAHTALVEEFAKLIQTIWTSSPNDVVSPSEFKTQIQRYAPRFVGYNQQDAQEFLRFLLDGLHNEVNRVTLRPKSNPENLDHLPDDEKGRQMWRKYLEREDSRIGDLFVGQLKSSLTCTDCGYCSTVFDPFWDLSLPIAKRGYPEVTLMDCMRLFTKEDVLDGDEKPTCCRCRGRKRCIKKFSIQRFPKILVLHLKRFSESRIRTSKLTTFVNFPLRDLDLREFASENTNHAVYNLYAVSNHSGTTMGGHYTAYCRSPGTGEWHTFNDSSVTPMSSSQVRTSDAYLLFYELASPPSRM
#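 Deubiquitinase activity read as fluorescence (485/531 nm) after Ub-CHOP2 cleavage activates the enterokinase reporter on its substrate; USP2 core 10nM, Ub-CHOP2 and substrate 25nM each, 30min compound preincubation then 60min RT; data normalized to NEM, curves fitted.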
# KCNH2 3.1 inh: KCNH2 3.1 (human) potassium channel inhibition | activity change, % (tested at about 1.8 µM) | actives 0.95% (n = 340,000) | U2OS KCNH2 3.1, thallium flux FluxOr; active compounds read low;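 active = maximum activity change below -70%; inconclusive = maximum activity change from -70% to -50%; inactive = maximum activity change above -50%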;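 note: thallium influx rate constant from kinetic fluorescence after stimulation buffer; % is set by controls: 0 for no effect and ±100 for the full control effect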
#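 FluxOr-based Tl+ influx in U2OS cells transduced with KCNH2 3.1 virus; rate constants normalized to DMSO controls.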
# hERG WT inh: inhibitors of human wildtype KCNH2 potassium channel; U2OS, BacMam KCNH2, thallium flux FluxOr; active compounds read low; activity change, % at 1.84 µM; actives 0.37% (n = 340,000); AID 720551;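 active = maximum activity change below -70%; inconclusive = maximum activity change between -70% and -50%; inactive = maximum activity change above -50%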; note: % is set by controls: 0 for no effect and ±100 for the full control effect
#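 U2OS cells transduced with wild-type KCNH2 virus are loaded with FluxOr dye for 45 min, and thallium flux is measured in kinetic reads before and after stimulation buffer. Rate constants are normalized to DMSO controls.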
# Eya2 inh: inhibitors of human Eya2 phosphatase activity; O00167; recombinant Eya2, OMFP fluorescence dephosphorylation (OMFP is methylfluorescein phosphate); Potency, µM (top dose mostly 76.9 µM), inactives show at the top dose activity, negative = inhibition, hits mostly inhibitors; actives 0.006% (n = 330,000); AID 488837; note: potency is the fitted concentration of half-maximal effect; % is set by controls: 0 for no effect and ±100 for the full control effect
#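 Eya2 (0.2 uM) preincubated 10 min at ambient with compound, then OMFP substrate added at 50 uM; 10 min reaction in 50 mM HEPES pH 7.5, 50 mM NaCl, 5 uM MgCl2, 0.05% BSA, 1 mM DTT. Fluorescence read at Ex 485/Em 525 nm.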
# TSHR antag: antagonists of human thyroid stimulating hormone receptor; P16473; TSHR-expressing cells, TSH-stimulated cAMP HTRF, 2 h; active compounds read low; activity change, negative = inhibition, % at 11.5 µM; actives 0.2% (n = 330,000); AID 504810;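 active = activity change below a set negative limit, meaning inhibition stronger than a set level, cut at about -70% in these data; inconclusive = activity change between two set negative limits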; note: % is set by controls: 0 for no effect and ±100 for the full control effect
#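 Antagonism was scored as loss of TSH-driven cAMP in TSHR cells, stimulated with 4nM TSH (EC80) for 2 hours at 37 deg C and detected by homogeneous HTRF competition immunoassay.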
# AT treatment: potential ataxia-telangiectasia treatment. […] A-T fibroblasts, KAP-1 phosphorylation AlphaLISA; neocarzinostatin DNA damage 30 min before lysis. AID 485349. actives 0.19% (n = 320,000). Potency, µM (titrated, usually from 57.5 µM), for inactives: at the top dose activation, usual class: activators; note: potency is the fitted concentration of half-maximal effect; % of control where 0% means no effect; nearly all actives have a fitted effect of over 45% in size
#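 hTERT-immortalized A-T patient fibroblasts ([…]), 500 cells/well in OPTI-MEM, 1% FBS, got compounds for 60 min, then NCS for 30 min at 37C. Lysates were then assayed for phospho-KAP-1 by AlphaLISA (anti-pKAP1 donor, anti-KAP1 acceptor beads), 6 hr at 25C.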
# * = called active by the depositor; ? = inconclusive; nt = no result given; [ ] = another dose, or the depositor's remark. Unless noted, calls come from the whole dose curve; as a rule, active = well fitted curve in the direction sought with a large enough effect; inconclusive = small, poorly fitted or top-dose-only effect, or another doubt; inactive = no such curve, though single readings can be large; an effect the other way counts as inactive or inconclusive.
SMILES,TRPV1 ag,ELG1 repair inh,TCR act,Mito fusion act,USP2a inh,KCNH2 3.1 inh,hERG WT inh,Eya2 inh,TSHR antag,AT treatment
COc1ccc(S(=O)(=O)N2CCC(C(=O)NC3(C)CCS(=O)(=O)C3)CC2)cc1OC (configuration not stated),0,11%,4%,-1%,1%,7,2,-18%,11,2%
CC(C)c1ccc(OCC(=O)N(Cc2ccccc2)c2ccccn2)cc1,20,-18%,5%[46.1 µM],?,0%,13,-9,-9%,-12,6%
CNC(=O)COc1ccc(S(=O)(=O)N2CCCC2)cc1,2,10%,9%,2%,-1%,9,2,8%,-12,-1%
O=C(CN1CC[n+]2c(-c3cccs3)csc21)c1ccc(-c2ccccc2)cc1,6,?,-8%,-4%,-9%,2,-16,-27%,23,-4%
CN(CC1COc2ccccc2O1)C(=O)c1ccc(N(C)C)cc1 (configuration not stated),20,16%,-3%,15%,0%,17,-3,-17%,-4,1%
C/C(CS(=O)(=O)c1ccc(Cl)cc1)=N/NC(N)=S,-3,1%,3%,-5%,0%,nt,-1,-13%,5,0%
O=C(NCc1ccccn1)c1cc(-c2ccc(-c3ccccc3)cc2)nc2ccccc12,0,?,6%[46.1 µM],?,1%,-8,nt,-3%,-29,2%
COC(=O)C1C(c2ccccc2)NC(=O)NC1(O)C(F)(F)Cl (configuration not stated),-3,2%,-3%,-10%,-1%,5,3,-26%,3,-2%
CCc1ccc(N(C(=O)CCC(=O)Nc2cc(C)on2)C(C(=O)NC2CCCC2)c2ccco2)cc1 (configuration not stated),?,-26%,2%[46.1 µM],-2%,2%,-9,43,-5%,-10,-3%
CCOC(=O)CSC1=C(C#N)C(c2ccc(Cl)cc2)CC(=O)N1 (configuration not stated),6,-30%,-4%,-1%,0%,0,7,6%,-13,3%
COc1ccccc1CNC(=O)Nc1cccs1,11,?,-20%,-1%,1%,-4,-13,5%,-5,-1%
Cc1ccc(OCCCC(=O)N2CCOCC2)cc1,?,32%,-5%,0%,-1%,3,4,2%,2,4%
CN1C(=O)C(O)(c2nnc(-c3ccccc3)o2)c2ccccc21 (configuration not stated),-2,?,-1%,23%,1%,-17,-2,8%,2,3%
COc1ccc(-c2csc(NC(=O)COC(=O)c3ccc(Br)o3)n2)cc1,-3,?,-6%[46.1 µM],-14%,-2%,nt,nt,-6%,-8,-2%
Cc1ccc(S(=O)(=O)N(C)C)cc1NC(=S)Nc1ccc2[nH]c(=O)[nH]c2c1,-1,-8%,-3%,2%,2%,47,nt,0%,-1,-1%
COc1ccc(CN2CCN(c3cccc(C)c3C)CC2)cc1OC,-8,?,5%,3%,-11%,8,-1,-8%,7,nt
Cc1sc2nc(SCC(=O)NCc3ccco3)n(CCc3ccccc3)c(=O)c2c1C,?,?,0%,1%,3%,-4,3,1%,-8,16%
COc1ccc(C(=O)N2CCC(C(=O)N3CCN(Cc4ccccc4)CC3)CC2)cc1,0,-3%,-6%,-1%,0%,-10,5,-11%,1,-1%
CCOc1ccc(-c2c(C(=O)N/N=C/c3ccco3)nnn2-c2nonc2N)cc1,-6,2%,-5%,11%,2%,-4,1,1%,-5,2%
Cc1ccc(NS(=O)(=O)c2ccc(OCC(N)=O)cc2)cc1,-4,-5%,-6%,0%,0%,-3,2,4%,5,-3%
COc1ccc(NC(=O)CSc2nc(C)cc(C)n2)c([N+](=O)[O-])c1,-2,-7%,2%,-1%,8%,-3,-3,2%,-6,-1%
CC(C)(C)OC(=O)N1CCC(C(=O)Nc2ccc3c(c2)CCC3)CC1,?,?,-3%,11%,-1%,-29,-10,-8%,-21,-3%
N/C(=N\OC(=O)COc1ccccc1Cl)c1ccc(Cl)cc1,0,?,9%[46.1 µM],-1%,2%,-4,-10,0%,-16,15%
COc1ccccc1NC(=O)CSc1nnc(CC(=O)Nc2ccccc2F)n1C,-5,?,5%,5%,-3%,-1,4,-6%,-7,-2%
Cc1ccc(S(=O)(=O)N(CC(=O)N/N=C\c2cccs2)c2cccc3cccnc23)cc1,6,-18%,1%[46.1 µM],1%,0%,13,18,8%,1,-6%
Cc1[nH]n(-c2ccccc2)c(=O)c1/C=N/NC(=O)C(C)C,8,-14%,-6%,5%,1%,1,-4,-16%,-25,-1%
O=C(C1CCN(S(=O)(=O)c2ccc3ccccc3c2)CC1)N1CCN(c2ncccn2)CC1,1,?,1%,28%,-1%,-3,-1,-8%,-30,-4%
CCOC(=O)c1cc(-c2ccc(N3CCOCC3)cc2)nn1-c1ccccc1,25,?,-3%[46.1 µM],10%,2%,3,4,-7%,-5,-4%
CCOC(=O)c1ccc(NC(=O)CCn2nnc3ccccc32)cc1,-3,19%,10%[46.1 µM],-1%,2%,-9,-21,0%,-3,0%
Cc1cc(C)nc(SCC(=O)N/N=C/C=C/c2ccccc2)n1,-7,0%,3%[46.1 µM],7%,0%,-10,-4,3%,-7,-3%

# Look-ups from above.
# For hERG WT inh, COc1ccc(C(=O)N2CCC(C(=O)N3CCN(Cc4ccccc4)CC3)CC2)cc1 reads 5
# For ELG1 repair inh, Cc1ccc(NS(=O)(=O)c2ccc(OCC(N)=O)cc2)cc1 reads -5%
# For KCNH2 3.1 inh, Cc1[nH]n(-c2ccccc2)c(=O)c1/C=N/NC(=O)C(C)C reads 1

# (more compounds)
SMILES,TRPV1 ag,ELG1 repair inh,TCR act,Mito fusion act,USP2a inh,KCNH2 3.1 inh,hERG WT inh,Eya2 inh,TSHR antag,AT treatment
Cc1cc(-c2csc(Nc3ccccn3)n2)ccc1F,14,?,-5%,-8%,1%,-18,-7,?,2,6%
COc1ccc(NC(=O)COc2ccc(C)cc2)c([N+](=O)[O-])c1,-9,?,-3%,-12%,2%,-9,-19,-15%,4,3%
O=C(Nc1ccc(-n2cnnn2)cc1)C1CCCCC1,?,7%,2%,2%,0%,-17,10,-11%,12,nt
CC(C)Cc1ccc(C(=O)NCCOc2ccccc2)o1,?,?,-6%,5%,-1%,-27,-6,-10%,0,2%
Cc1cc(C)nc(SCc2nnc(SCC(=O)Nc3nc(-c4ccccc4)cs3)n2-c2ccccc2)n1,-1,-24%,5%,-5%,2%,-20,1,1%,2,-8%
Cc1ccc(Oc2ncccc2C(=O)NCC(=O)O)cc1,0,0%,0%,4%,2%,33,-1,-3%,1,0%
CCOC(=O)c1nc(Nc2ccccc2CC)c2ccccc2n1,2,0%,0%,1%,-4%,8,0,-12%,3,0%
CC(=O)N=c1sc(S(N)(=O)=O)nn1C,-2,7%,-3%,-4%,1%,-47,29,0%,-19,-17%
CC(C)OP(C)(=O)CN1CCN(CP(C)(=O)OC(C)C)CC1 (configuration not stated),-2,-1%,1%,1%,-1%,-13,-33,-13%,2,-2%
COc1ccccc1NC1C=CS(=O)(=O)C1 (configuration not stated),-2,2%,6%,5%,-1%,19,-1,36%,-2,-1%
O=C(NCCN1CCOCC1)c1ccc(S(=O)(=O)Nc2ccccc2)cc1,nt,0%,-6%,nt,5%,7,2,-21%,nt,2%
Cc1cc(C)c(NC(=O)/C=C\C(=O)O)c(Cl)c1,4,5%,-5%[46.1 µM],4%,0%,14,33,-3%,4,-4%
O=C(Nc1ccc(F)cc1)c1nc[nH]c1C(=O)O,-3,-2%,1%,2%,-2%,19,2,-2%,1,-3%
N#Cc1nc(-c2ccc(F)cc2)oc1NCCN1CCOCC1,19,?,-4%,-3%,10%,-2,23,-20%,-5,5%
O=C(NCc1ccccn1)C1CC(c2ccccc2O)=NO1 (configuration not stated),0,5%,-2%,4%,2%,8,5,3%,3,14%

# Part of the list above, reduced to TCR act:
SMILES	TCR act
Cc1cc(-c2csc(Nc3ccccn3)n2)ccc1F	-5%
COc1ccc(NC(=O)COc2ccc(C)cc2)c([N+](=O)[O-])c1	-3%
O=C(Nc1ccc(-n2cnnn2)cc1)C1CCCCC1	2%

# Following part:
SMILES,TRPV1 ag,ELG1 repair inh,TCR act,Mito fusion act,USP2a inh,KCNH2 3.1 inh,hERG WT inh,Eya2 inh,TSHR antag,AT treatment
CC1(C)C2CCC1(C)C(OC(=O)CNc1ccccc1)C2 (configuration not stated),10,?,10%,-4%,0%,40,0,4%,-8,-4%
Cc1ccc(S(=O)(=O)Oc2ccc(C)cc2/C=N/N=C2\NC(=O)C(C)S2)cc1 (configuration not stated),3,?,-1%[46.1 µM],15%,0%,-2,-16,5%,-9,-2%
CN(C)S(=O)(=O)c1cccc(NC(=O)NCCCl)c1,2,3%,7%,6%,0%,1,-5,-5%,0,4%
COc1ccc(C)cc1NC(=O)Nc1ccc(C(=O)N2CCCC2)cc1,-2,?,-3%,1%,0%,-1,8,1%,1,6%
CC(Sc1ccc(Cl)cc1)C(=O)NCc1ccc2c(c1)OCO2 (configuration not stated),17,-8%,-3%,24%,3%,-1,8,-4%,-12,3%

# Source: PubChem BioAssay (National Center for Advancing Translational Sciences (NCATS))

# A portion of the library; count on the stated rates, not on these rows.
